Bioassay records deposited in PubChem BioAssay by National Center for Advancing Translational Sciences (NCATS).
D1 PAM – human D1 dopamine receptor positive modulation | HEK293 TREx D1 cells, calcium flux, dopamine EC20 potentiation | potentiation, % at 10 µM | hit rate 0.036% among 360,000 | P21728; in the data active means potentiation above about 30%; further: 0% is about no effect
RXFP1 agonist – RXFP1 (human) receptor agonism; Q9HBX9; HEK293T-RXFP1 cAMP TR-FRET, 30 min; response scale: percent of porcine relaxin response, buffer zero; Potency, µM (doses to about 57.5 µM), without a hit: at the top dose activation, actives largely listed as activators; hit rate 0.3% among 370,000; active means well fitted activation curve with a large enough effect; further: potency means the concentration at half of the fitted maximal effect; on the % scale 0 is the no-effect control and ±100 the full control effect; nearly all actives have a fitted effect of over 60% in size; many of its hits are not listed in these tables
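HEK293T cells stably expressing RXFP1 were pretreated with the PDE4 inhibitor Ro 20174, exposed to compounds for 30 min at 37C, lysed, and cAMP was read by TR-FRET. Data normalized to buffer (basal) and 29 nM porcine relaxin (100%).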
D2 potentiator – positively modulates the human D2 dopamine receptor allosterically. HEK293 T-REx D2, calcium flux, EC20 dopamine potentiation. hit rate 0.34% among 340,000. AID 485347. potentiation, % at 10 µM;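 active means potentiation over 3 SD above the plate norm, cut at about 30% in these data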; further: 0% is about no effect
Target sequence (P14416 whole entry, looked up): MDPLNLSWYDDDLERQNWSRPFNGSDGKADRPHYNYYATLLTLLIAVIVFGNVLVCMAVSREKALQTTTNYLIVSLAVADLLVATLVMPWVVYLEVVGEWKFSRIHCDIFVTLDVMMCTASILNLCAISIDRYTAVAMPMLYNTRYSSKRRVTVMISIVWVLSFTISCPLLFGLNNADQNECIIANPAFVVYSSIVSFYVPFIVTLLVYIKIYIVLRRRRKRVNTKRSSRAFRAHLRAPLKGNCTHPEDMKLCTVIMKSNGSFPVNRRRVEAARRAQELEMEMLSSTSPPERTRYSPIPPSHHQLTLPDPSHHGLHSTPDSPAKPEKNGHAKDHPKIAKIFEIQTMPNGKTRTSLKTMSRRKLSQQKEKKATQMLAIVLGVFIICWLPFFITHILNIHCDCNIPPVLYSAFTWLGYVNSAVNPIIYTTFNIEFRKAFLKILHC
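Calcium flux readout, no-wash dye, 1 read/s. Inducible HEK293 Trex D2 line, overnight 30 C. Compound alone 180 s (agonist flags), then EC20 dopamine, another 180 s to score potentiation.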
D2 antagonist – antagonizes the human D2 dopamine receptor; P14416; HEK293 TREx D2 cells, calcium flux, dopamine EC80; inhibition, % at 10 µM; hit rate 2% among 340,000; in the data active means inhibition above about 30%; further: 0% is about no effect
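Tetracycline-induced HEK293 T-REx cells expressing D2 force-coupled to calcium signalling were dye-loaded, exposed to compound for 180 s, then challenged with an EC80 of dopamine; calcium flux was followed kinetically for a further 180 s.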
D1 antagonist – human D1 dopamine receptor antagonism; P21728; HEK293 TREx D1 cells, calcium flux, dopamine EC80; active compounds read low; activity change, negative = inhibition, % at 10 µM; hit rate 3.2% among 360,000; AID 504652; in the data active means activity change below about -30%; further: on the % scale 0 is the no-effect control and ±100 the full control effect
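Using tetracycline-induced force-coupled D1 Hek293 cells and a calcium dye, signals were followed for 180 s after compound, then for 180 s after EC80 dopamine, to detect inhibitors.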
TRHR enhancer – allosteric enhancers of human TRH receptor; enhancement, % at 2 µM; hit rate 0.66% among 360,000; AID 493056; TRHR cells, fluo-8 calcium fluorescence, EC20 TRH enhancement; in the data active means enhancement above about 30%; further: 0% is about no effect
Target sequence (P34981 whole entry, looked up): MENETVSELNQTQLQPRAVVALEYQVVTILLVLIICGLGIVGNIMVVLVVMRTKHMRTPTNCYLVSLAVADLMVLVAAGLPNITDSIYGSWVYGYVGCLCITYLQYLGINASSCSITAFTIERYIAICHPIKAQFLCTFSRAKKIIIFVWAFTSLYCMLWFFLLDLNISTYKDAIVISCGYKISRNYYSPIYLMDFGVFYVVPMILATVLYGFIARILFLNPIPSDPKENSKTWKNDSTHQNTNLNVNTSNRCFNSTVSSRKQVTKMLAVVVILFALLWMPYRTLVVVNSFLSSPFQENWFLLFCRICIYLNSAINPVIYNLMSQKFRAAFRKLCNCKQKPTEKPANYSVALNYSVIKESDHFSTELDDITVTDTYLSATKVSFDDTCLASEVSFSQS
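Enhancer read-out: after compound pinning and an initial kinetic agonist-mode read, an EC20 of TRH (10 nM final) was injected and fluo-8 calcium signal (Ex 480/Em 530) followed at 1 s/cycle for 100 cycles in TRHR-expressing cells.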
D1 agonist – activates the human D1 dopamine receptor; P21728; HEK293 T-REx D1 cells, calcium flux, agonist mode; activation, % at 2 µM; hit rate 1% among 360,000; AID 504660; in the data active means activation above about 30%; further: 0% is about no effect
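Inducible HEK293 T-REx D1 cells, force-coupled to calcium signalling, were plated at 4000 cells/well with tetracycline and held overnight at 30 C. After no-wash calcium dye loading, compound-evoked calcium rise over 180 s flagged agonists.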
RXFP1 antagonist – antagonists of human relaxin receptor RXFP1; HEK293-RXFP1, relaxin-stimulated cAMP HTRF, 30 min; active compounds read low; activity change, negative = inhibition, % at 57.5 µM; hit rate 0.59% among 350,000;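 active means activity change of -60% or lower, but not beyond a set lower limit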; further: on the % scale 0 is the no-effect control and ±100 the full control effect
D2 agonist – activates the human D2 dopamine receptor; HEK293 T-REx D2 cells, calcium flux agonist mode; activation, % at 2 µM; hit rate 0.53% among 340,000; AID 485358;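 active means activation over 3 SD above normal in the single-dose calcium agonist read, cut at about 30% in these data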; further: 0% is about no effect
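In this primary screen, compounds producing a positive calcium signal within 180 s of addition to tetracycline-induced, force-coupled HEK293 Trex D2 cells are flagged; cells are dye-loaded with a no-wash calcium kit beforehand.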
* marks the source's active call; other numbers are inactive results; . = not tested or not shown; & = joins results of further samples. This is a subset; the hit share may differ from the screen's.

Compound,D1 PAM,RXFP1 agonist,D2 potentiator,D2 antagonist,D1 antagonist,TRHR enhancer,D1 agonist,RXFP1 antagonist,D2 agonist
CCOc1ccc(N(C(C)C(=O)NCc2ccco2)S(C)(=O)=O)cc1 (stereo not drawn),-9,2.0%,13,12,-29,-4,1,16,-1.5
Nc1ncccc1C(=O)OCC(=O)N1CCN(S(=O)(=O)c2ccc(Cl)cc2)CC1,-6,1.4%,2,9,5,0,2,0,0.1
O=C1CCc2cc(S(=O)(=O)NC(Cc3ccccc3)C(=O)NC3CCCCC3)ccc2N1 (stereo not drawn),-2,0.7%,15,-3,3,6,-1,.,0.4
Cc1c(NC(=O)Cc2ccc(F)cc2)cccc1-c1nc2cccnc2s1,-2,-3.8%,-4,.,-11,-2,2,18,-0.1
CC(=O)C(C)n1c(CN2CCN(C(=O)c3ccco3)CC2)nc2c1c(=O)n(C)c(=O)n2C (stereo not drawn),-2,9.5%,12,0,6,1,3,31,-0.6
COc1cccc(-n2c(=O)c3c(C)c(C(=O)N(C)C)sc3n(Cc3ccc(F)cc3Cl)c2=O)c1,3,2.1%,2,.,-31*,-11,1,-6,-3.8
Cc1ccc(-c2nc(S(=O)(=O)c3ccc(C)cc3)c(SCC(N)=O)o2)cc1,-2,0.2%,10,8,9,7,-3,17,-0.4
CCOC(=O)c1sc2nc(C)nc(Nc3ccc(OC)cc3)c2c1C,-1,25%,6,13,-30*,-1,2,-18,-0.6
O=C(O)CSc1nnc(-c2ccco2)o1,5,2.5%,-2,6,0,1,3,-3,-0.4
CCCC(=O)Nc1ccc(Cc2ccc(NC(=O)CCC)c(C(=O)O)c2)cc1C(=O)O,1,-0.1%,2,-4,0,1,9,11,1.0
Cc1sc2nc(CSCC(=O)N(C)CC(=O)Nc3ccc(F)cc3)[nH]c(=O)c2c1C,-4,-0.7%,7,-9,16,-6,1,-5,2.6
COc1cccc(/C=C2\SC(=S)N(CCC(=O)NCCc3ccc(O)cc3)C2=O)c1,-8,0.1%,-7,15,0,16,10,10,0.7
CC(=NCCc1c(C)[nH]c2ccc(OCc3ccccc3)cc12)C1=C(O)CC(c2ccccc2)CC1=O (stereo not drawn),2,-0.2%,2,6,-31*,2,9,-13,1.4
NS(=O)(=O)c1ccc(CNC(=O)Cc2c(F)cccc2Cl)cc1,7,0.4%,10,9,9,-1,5,-8,2.6
COc1ccc(-c2cnc(C)o2)cc1S(=O)(=O)Nc1ccc(C)c(F)c1,0,0.3%,7,.,9,-4,4,.,1.2
Cc1cccc(CNS(=O)(=O)c2ccc(-c3coc(C)n3)cc2)c1,-5,2.2%,.,.,-16,-2,2,.,-1.9
CCCS(=O)(=O)N1CCC(C(=O)NCCN2CCCC2)CC1,-2,-1.0%,.,-11,-6,1,0,-5,2.4
CC1(C)CC(=O)C=C(NC2CC(C)(C)NC(C)(C)C2)C1,-4,1.2%,-5,-11,22,-2,2,0,-0.4
CCCCSc1cc(C)nc(N)n1,-3,3.2%,-2,-3,-12,1,3,-16,0.3
Cc1cccc(N2C(=O)C(CC(=O)Nc3ccc(F)cc3)N(C3CCCC3)C2=O)c1 (stereo not drawn),-1,2.2%,-14,.,1,1,0,1,0.5
COC(=O)c1ccccc1NC(=O)c1noc2c1CCC2,-3,0.5%,10,5,-20,3,0,-22,0.5
CCOc1ccc(N=C2SCC(=O)N2CC)cc1,-28,1.2%,-6,-9,-6,-26,0,-8,1.0
CN(C)S(=O)(=O)c1ccc(C(=O)NCC(=O)Nc2ccc(F)c(F)c2)cc1,-8,-3.6%,-7,-4,-9,-3,3,-3,0.7
Clc1cccc(NCc2ccccc2)n1,-4,0.4%,6,-12,.,-7,-1,4,-1.3
CCCCn1c(=O)c2oc3ccccc3c2n(Cc2cccc(C)c2)c1=O,-5,1.0%,-12,.,10,-3,3,-1,-0.7
Cc1ccc(NC(=O)COC(=O)CNC(=O)C2CCCCC2)c(Br)c1,-6,-0.4%,-3,-6,-11,2,1,-19,-0.1
CCOC(=O)c1c(C)nc2cc(C)ccn12,-1,1.5%,-7,-9,-4,6,0,-3,0.5
O=C(c1n[nH]c2c1CCC2)N1CCCC(Nc2cccc(F)c2)C1 (stereo not drawn),-2,1.4%,5,7,-2,-1,16,-7,-0.4
CCCCSc1nnc(-c2ccc(C)cc2)c2ccccc12,1,3.3%,-2,-4,2,0,7,-21,0.7
COc1ccc(C2(O)C(=O)Nc3ccc(C)cc32)cc1OC (stereo not drawn),-3,-0.9%,0,6,11,5,1,4,0.4
CCc1ccccc1Nc1nn2c(=O)c3ccc(C(=O)NC(C)C)cc3nc2s1,1,4.1%,0,.,-10,2,0,.,-0.7
CCc1ccc(NC(=O)c2cc(CN3CCOCC3)on2)cc1,-7,5.9%,9,.,-7,1,-1,-10,-0.2
O=C1NN=C(c2ccc(Cl)cc2)CC1c1cccc(Cl)c1 (stereo not drawn),-1,0.9%,1,8,15,-9,8,-32,1.0
COc1cccc(OCCCCSc2ncccn2)c1,-5,-0.5%,5,15,18,-6,6,-5,0.1
Cc1cc(CN(C)C(=O)C2CCC(=O)N(CCc3ccccc3)C2)n[nH]1 (stereo not drawn),-6,0.9%,-3,-14,-3,12,1,-9,0.6
COc1cccc(CC2(CO)CCN(Cc3cnc(N4CCOCC4)s3)CC2)c1,0,0.2%,1,2,9,1,1,8,1.1
C=C(C)c1cccc(C(C)(C)NC(=O)N2CCCC2)c1,1,0.2%,13,-9,3,-7,0,-15,-0.1
O=C(NCCCN1CCOCC1)C(=O)NCC1OCCN1S(=O)(=O)c1ccc(Br)cc1 (stereo not drawn),2,-0.6%,3,7,2,0,0,-2,0.1
CCOC(=O)c1sc(Nc2cccc(Cl)c2)nc1C,5,-0.5%,4,-4,11,1,2,-13,1.1
CCCC(C)c1nnc(NC(=O)C2CC(=O)N(c3ccc(OCC)cc3)C2)s1 (stereo not drawn),5,-0.1%,15,11,4,-2,0,-26,-0.6
Cc1ccc(-c2nc(CN(CC3CCC3)CC3CCCO3)c(C)o2)s1 (stereo not drawn),-6,3.2%,-8,-8,9,2,10,-13,0.5
O=C1C2C3C=CC(C3)C2C(=O)N1c1cccc2ccccc12 (stereo not drawn),-6,-2.2%,-5,-7,-7,7,1,2,0.3
COc1cc(/C=N/NC(=O)c2ccc(N(C)S(=O)(=O)c3ccccc3)cc2)cc(OC)c1OC,-5,3.6%,-3,-3,-3,26,5,1,0.2
COc1ccccc1-c1nc(C#N)c(NCCCn2ccnc2)o1,-2,2.2%,2,0,12,1,4,-5,0.3
COc1ccc(NC(=O)N2CCc3cc(OC)c(OC)cc3C2)cc1,5,-1.5%,2,5,2,1,4,-1,-0.6

Single records, as listed above. Order of screens: D1 PAM	RXFP1 agonist	D2 potentiator	D2 antagonist	D1 antagonist	TRHR enhancer	D1 agonist	RXFP1 antagonist	D2 agonist
`O=C1C2C3C=CC(C3)C2C(=O)N1c1cccc2ccccc12` (stereo not drawn) reads -6	-2.2%	-5	-7	-7	7	1	2	0.3
`COc1cccc(OCCCCSc2ncccn2)c1` reads -5	-0.5%	5	15	18	-6	6	-5	0.1

Carrying on:
Compound,D1 PAM,RXFP1 agonist,D2 potentiator,D2 antagonist,D1 antagonist,TRHR enhancer,D1 agonist,RXFP1 antagonist,D2 agonist
COc1ccc(-n2c(CNC(=O)c3cccs3)n[nH]c2=S)cc1,6,-0.7%,1,.,2,-6,1,-13,.
Cc1ccc(NC(=O)CCSCCc2ccccn2)cc1,1&-5,1.8%&-0.2%,-3&-15,10,-3&-10,2&-5,0&-1,-15&-3,-0.4&1.0
O=C(Nc1c(F)cccc1F)c1ccc(-n2cncn2)nc1,0,3.7%,-4,-7,8,-3,1,-8,-0.3
Cc1ccc2nc(C)cc(N/N=C/c3cccnc3)c2c1,-3,-0.6%,0,-1,-17,0,4,-3,0.3
CCC(=O)Nc1ccc(C(=O)CSc2nnc(-c3ccc(O)cc3)n2CC2CCCO2)cc1OC (stereo not drawn),-2,3.9%,-4,7,37,2,1,-2,-0.7
CCOc1ccc(CNC(=O)c2ccc3oc(=O)n(Cc4ccccc4)c3c2)cc1,-1,3.7%,5,.,3,-3,3,.,1.1
C(=C\c1nccc2c1[nH]c1ccccc12)/c1ccccc1,7,15%,-20,-14,-37*,20,0,-6,-1.8
COC(=O)c1ccccc1NC(=O)c1ccccc1SC,-4,1.0%,-10,2,-16,-4,17,5,0.4
CCN1CCN(c2ccc(NC(=O)c3cccc(F)c3)cc2Cl)CC1,-6,2.1%,-9,12,-36*,2,7,-1,-0.2
O=C(CCc1ccccc1)NC1CC(=O)N(c2cccc(F)c2)C1 (stereo not drawn),1,0.7%,-10,.,.,37*,-1,-5,-0.1
Cc1ccc(S(=O)(=O)Nc2cc(Cl)ccc2-n2cncn2)cc1,2,0.5%,4,7,-38*,9,1,-7,0.0
Cc1cc(NC(=O)CSc2n[nH]c(CC(C)C)n2)no1,4,0.0%,.,24,6,-9,1,-7,0.9
Cn1c(NC(=O)Cc2cccc3ccccc23)cc(=O)n(C)c1=O,-2,0.8%,-3,-3,-3,-1,4,.,1.8
CCCCn1nc2cc(C(=O)N(CC)c3ccc(OC)cc3)ccc2c1OCC,-10,0.7%,0,14,-2,3,2,.,-0.1
Cc1cc(C)cc(NS(=O)(=O)c2ccc3[nH]cc(C(=O)NC4CCCCC4)c(=O)c3c2)c1,-2,2.7%,14,.,-13,-5,9,-5,-0.2

Looked up above.
CCC(=O)Nc1ccc(C(=O)CSc2nnc(-c3ccc(O)cc3)n2CC2CCCO2)cc1OC (stereo not drawn) @ D1 agonist = 1
CCCCn1nc2cc(C(=O)N(CC)c3ccc(OC)cc3)ccc2c1OCC @ D1 antagonist = -2
Cc1ccc2nc(C)cc(N/N=C/c3cccnc3)c2c1 @ D2 potentiator = 0
O=C(Nc1c(F)cccc1F)c1ccc(-n2cncn2)nc1 @ D1 antagonist = 8

The listing continues.
Compound,D1 PAM,RXFP1 agonist,D2 potentiator,D2 antagonist,D1 antagonist,TRHR enhancer,D1 agonist,RXFP1 antagonist,D2 agonist
O=C(CSc1ccccc1C(=O)NCc1ccccc1)NC12CC3CC(CC(C3)C1)C2,-6,0.4%,11,10,4,-6,1,-16,-1.1
S=C(c1ccc(-c2ccc(Cl)cc2Cl)o1)N1CCCC1,-2,1.2%,6,11,10,-2,5,-5,0.7
O=C1CSC(c2ccccc2F)N1c1ccccc1 (stereo not drawn),-2,0.7%,-6,1,-12,3,3,8,-1.2
COc1ccc(CNC(=O)c2csc3c2CCCC3)cc1,-9,-0.1%,15,-19,-22,-6,3,1,0.7
CC(C)CCNC(=O)C(c1ccncc1)N(CC1CCCO1)C(=O)Cn1nnc(-c2ccc(F)cc2)n1 (stereo not drawn),3,0.3%,-6,-6,-7,-7,2,7,0.1
Cc1nn(CC(=O)Nc2ccc(C(=O)N3CCCCC3)cc2)c(=O)c2ccccc12,-6,-0.5%,-14,-7,4,-6,4,-3,-1.1
